Compound activity deposited in PubChem by Broad Institute.
ERAP1 inh: human ERAP1 aminopeptidase inhibitors, primary screen, biochemical, single point, plate reader. AID 652197, 2013. inhibition, % at 10.7 µM. recombinant ERAP1, Leu-AMC fluorescence, 60 min. Endoplasmic reticulum aminopeptidase 1 (Homo sapiens), Q9NZ08. 340,000 compounds, 0.15% hits;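 active = mean replicate inhibition of at least 30%, or all replicates individually reaching that 30% level; inactive = mean below 30% and not every replicate reaching it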;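 note: 0% = neutral control wells and 100% = L-leucinethiol positive control wells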
PGC1a acetyl inh: inhibitors of PGC1a acetylation signal, primary screen, cell-based, U2OS, AlphaScreen, inhibitor mode; AlphaScreen anti-acetyl-lysine; with virally co-expressed GCN5 acetyltransferase; inhibition, % at 15.6 µM; 350,000 compounds, 0.17% hits;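 active = every replicate shows inhibition of at least 40%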;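 note: 0% = neutral control wells and 100% = positive control wells; some results beyond the cut were filed as inactive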
PglD DTNB: C. jejuni PglD acetyltransferase inhibitors, primary screen, biochemical, DTNB colorimetric, single point; UDP-N-acetylbacillosamine N-acetyltransferase PglD (Campylobacter jejuni); purified PglD enzyme, DTNB colorimetric CoA detection; inhibition, % at 12.5 µM; 360,000 compounds, 0.098% hits; AID 602405, 2012; in the data active = inhibition above about 16%, passing the limit was not always enough; note: strong numbers were not always called active
RAD52 inh: RAD52 DNA annealing inhibitors, primary screen, biochemical, FRET, single point, set 2; DNA repair protein RAD52 homolog (Homo sapiens), P43351; AID 651710, 2012; recombinant RAD52 DNA annealing, FRET fluorescence; 360,000 compounds, 0.46% hits; inhibition, % at 18.7 µM;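 active = every replicate showing at least 50% inhibition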
Target sequence (P43351 whole entry, looked up): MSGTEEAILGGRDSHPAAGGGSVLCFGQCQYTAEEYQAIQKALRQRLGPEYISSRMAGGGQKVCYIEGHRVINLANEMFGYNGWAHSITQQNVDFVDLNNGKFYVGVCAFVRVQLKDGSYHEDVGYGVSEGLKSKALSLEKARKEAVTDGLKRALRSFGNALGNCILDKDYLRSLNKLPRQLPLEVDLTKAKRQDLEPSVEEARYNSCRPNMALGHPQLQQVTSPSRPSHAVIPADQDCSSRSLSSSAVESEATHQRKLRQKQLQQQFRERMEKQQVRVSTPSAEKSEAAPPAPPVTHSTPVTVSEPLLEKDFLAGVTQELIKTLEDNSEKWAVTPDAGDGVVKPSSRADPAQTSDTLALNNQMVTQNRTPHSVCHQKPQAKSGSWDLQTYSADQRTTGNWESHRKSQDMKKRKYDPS
E-sel inducer: E-selectin induction in HUVECs, primary screen, imaging, HUVEC, immunofluorescence imaging, single point; P16581; normalized: neutral wells 0, TNF-alpha wells 100; activation, % at 7.58 µM; 260,000 compounds, 0.37% hits; AID 686992, 2013;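 active = mean E-selectin-positive cell signal at least 10% of the positive control, reached in at least 60% of replicates, without over 20% cell loss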;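 note: in these data hits start at about 27%; measured in HUVEC primary endothelial cells; signal is the percent of cells scored E-selectin positive by PE staining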
Target sequence (P16581 whole entry, looked up): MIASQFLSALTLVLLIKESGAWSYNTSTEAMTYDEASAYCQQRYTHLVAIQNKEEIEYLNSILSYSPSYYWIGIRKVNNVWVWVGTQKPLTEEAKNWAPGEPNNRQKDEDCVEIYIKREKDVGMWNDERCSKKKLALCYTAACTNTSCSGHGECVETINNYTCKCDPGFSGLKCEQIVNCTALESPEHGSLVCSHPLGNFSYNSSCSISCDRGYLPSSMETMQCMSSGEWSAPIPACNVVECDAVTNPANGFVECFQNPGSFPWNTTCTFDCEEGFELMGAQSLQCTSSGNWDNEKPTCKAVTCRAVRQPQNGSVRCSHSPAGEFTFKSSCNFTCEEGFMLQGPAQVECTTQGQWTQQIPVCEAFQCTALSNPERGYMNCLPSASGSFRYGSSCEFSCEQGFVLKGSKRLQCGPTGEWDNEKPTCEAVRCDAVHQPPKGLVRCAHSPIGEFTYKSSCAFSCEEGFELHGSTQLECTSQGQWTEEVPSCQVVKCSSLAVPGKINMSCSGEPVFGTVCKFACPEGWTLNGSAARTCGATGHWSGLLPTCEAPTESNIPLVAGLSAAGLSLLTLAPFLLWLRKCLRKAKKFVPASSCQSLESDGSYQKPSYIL
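Read-out basis: % PE-positive cells; Test system: HUVEC primary endothelial cells; Technique: immunofluorescence imaging; Dosing: single-point compound dose.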
RAD54 branch: inhibitors of human RAD54 branch migration, primary screen, biochemical, fluorescence, single point; DNA repair and recombination protein RAD54-like (Homo sapiens), Q92698; AID 602329, 2012; inhibition, % at 10.4 µM; 360,000 compounds, 0.14% hits; RAD54 Holliday junction branch migration, FAM/BHQ fluorescence;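 active = mean normalized replicate activity at least 40 and at least half of replicates scoring 40 or more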;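 note: 0% = median of neutral control wells and 100% = median of positive control wells; inhibitors cause a drop in the FAM fluorescence signal; in these data hits start at about 50%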
Cneo AK release: Cryptococcus neoformans cell lysis inducers, primary screen, AK release luminescence, single concentration; lysis activity, % at 15 µM; C. neoformans lysis, adenylate kinase release luminescence, 4 h; normalised: neutral wells 0, clomiphene wells 100; 360,000 compounds, 0.2% hits; AID 651654, 2012;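 active = mean lysis activity across replicates of at least 80%, whatever share of replicates individually reach that level; inactive = mean lysis activity below 80%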
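Assay system: log-phase C. neoformans yeast / Quantity: yeast cell density of 5 × 10^6 cells/mL / Medium: fresh YPD growth medium / Compound: single dose / Timing: static 4 h at 37 °C with compound, 1 h detection / Measured by: adenylate kinase release luminescence / Read-out: lysis from increased AK signal / Benchmarks: Clomiphene as positive lysis control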
miR-122 sensor: miR-122 Renilla sensor signal increase in Huh7, primary screen, miR-122 inhibitor project, cell-based, single point, plate reader | Huh7 miR-122 Renilla luciferase sensor, 48 h; neutral wells = 0, positive control = 100 | activation (reporter increase), % at 12.5 µM | 340,000 compounds, 0.3% hits | AID 602342, 2012;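 active = mean replicate activation score at least 90 and every replicate individually at or above 90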;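 note: higher luciferase means less miR-122 activity so hits act as miR-122 inhibitors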
An asterisk follows results filed as active; / = no result given; [ ] = remark or other dose.

molecule	ERAP1 inh	PGC1a acetyl inh	PglD DTNB	RAD52 inh	E-sel inducer	RAD54 branch	Cneo AK release	miR-122 sensor
COc1ccc2c3c(n(C)c2c1)[C@H](CO)N(C)CC31CN(C(=O)c2ccccc2F)C1	-3	-1	/	10	0.5	/	/	/
Cc1ccc(C(=O)C2CCN(CC(=O)Nc3ccccc3C)CC2)cc1	-3	3	0	-20	/	-2	3	-3
N#Cc1ccc(-c2ccc(OCC(=O)NCC(=O)Nc3ccc(F)c(F)c3F)cc2)cc1	-2	/	2	-5	/	6	1	-7
Cn1[nH]c(C(F)(F)F)cc1=O	4	/	-5	-10	/	-14	-1	-2
CCOC(=O)C1CCN(C(=O)COC(=O)/C=C/c2ccc([N+](=O)[O-])cc2)CC1	0	-59	1	-11	/	-9	1	0
O=C(CC1NCCNC1=O)Nc1ccc2c(c1)OCCO2 (stereo not drawn)	/	1	1	/	/	4	-2	8
C[C@H](CO)N1C[C@H](C)[C@@H](CN(C)CC2CCCC2)Oc2cc(C#CC3CC3)ccc2S1(=O)=O	0	32	0	15	0.2	1	23	25[16.7 µM]
Cc1nc2ccc(C(=O)c3ccccc3)cc2[nH]1	/	3	0	/	/	-5	11	-11
O=C(OC1CCOC1=O)C1CCN(S(=O)(=O)c2c(Cl)cccc2Cl)CC1 (stereo not drawn)	5	0	1	-12	/	-4	5	-2
N#Cc1ccc(C23OCCN2CCn2nc4ccccc4c23)cc1 (stereo not drawn)	2	-13	4	-18	3.8	-7	-2	8
c1ccc(CSc2ccc(-c3cccs3)nn2)cc1	/	-3	-1	/	/	-1	-3	-7
COCCNc1nc(NCc2cccc(OC)c2)c2sccc2n1	-2	-13	-3	-4	1.4	-7	-1	-8
CC1CCN(C(=O)c2cc(-c3ccccc3O)on2)CC1	-1	-4	3	-4	0.3	5	-2	0
O=C(NCCc1ccc(Cl)cc1)c1cc2ccccn2n1	-2	-10	-1	-13	0.6	3	-1	/
CC(C)NC(=O)N(C)C[C@@H]1OCCCC[C@H](C)Oc2ccc(N(C)C)cc2C(=O)N([C@H](C)CO)C[C@@H]1C	1	2	-1	-22	1.0	-16	0	0[16.7 µM]
CCCCn1c(SCC(=O)NCc2ccco2)nc2c(sc3ccccc32)c1=O	/	/	3	/	/	7	0	8
COc1cc(SC)ccc1C(=O)Nc1ncc(Cl)cc1Cl	-1	7	/	-20	-0.2	/	/	/
CC(=O)Nc1ccc(S(=O)(=O)N(C)CC(=O)Nc2nc3ccccc3[nH]2)cc1	0	/	-1	-5	0.0	-2	-2	-2
CCOC(=O)c1[nH]c2ccc(C)cc2c1NC(=O)CN1CCCCC1	/	-2	2	/	/	7	-2	1
CCCCCc1cc(=O)oc2c(C(CCN(CC)CC)c3ccc(OC)cc3)c(OC)cc(OC)c12 (stereo not drawn)	10	-3	-4	-203	/	26	6	0

(continued)
molecule	ERAP1 inh	PGC1a acetyl inh	PglD DTNB	RAD52 inh	E-sel inducer	RAD54 branch	Cneo AK release	miR-122 sensor
C[C@H](CO)N1C[C@H](C)[C@H](CN(C)S(=O)(=O)c2ccc(C#N)cc2)Oc2ncc(-c3cc4ccccc4o3)cc2C1=O	1	-16	-1	8	0.7	3	-2	-1[16.7 µM]
C[C@H](CO)N1C[C@H](C)[C@H](CN(C)Cc2ccc(-c3ccccc3)cc2)Oc2ccc(NC(=O)CCCCCC(=O)Nc3ccccc3N)cc2C1=O	1	1	/	34	18	/	/	/
CC(C)C(=O)Nc1ccc2c(c1)C(=O)N(C)[C@@H]1CC[C@@H](CC(=O)NCCc3ccccc3)O[C@H]1CO2	/	7	-4	/	1.2	-7	-5	-57[16.7 µM]
C[C@H]1CN([C@@H](C)CO)C(=O)Cc2cc(NC(=O)Nc3cccc4ccccc34)ccc2O[C@@H]1CN(C)C(=O)Nc1ccc(F)cc1	-3	-12	1	-15	-1.8	4	-1	-7[16.7 µM]
COc1ccc(-c2coc3c(C(=O)Nc4cccnc4)cccc23)c(C)c1	1	-8	-6	3	-0.3	-2	-10	-3
CN(C)C(=O)[C@H]1[C@H](CO)[C@H]2Cn3c(ccc(C4=CCCCC4)c3=O)[C@@H]1N2Cc1cccnc1	1	/	-3	-12	0.0	-3	-5	-2[16.7 µM]
CC(=O)/C(=N/Nc1ccccc1)Sc1nnc(C(O)c2ccccc2)n1-c1ccccc1 (stereo not drawn)	11	-7	0	-22	/	1	1	24
CC(=O)Oc1ccc(C2OC(=O)c3ccccc3N2C(C)=O)cc1 (stereo not drawn)	/	2	6	/	/	-1	-1	-18
Cc1noc(C)c1NC(=O)Nc1ccc2c(c1)CC(=O)N([C@H](C)CO)C[C@H](C)[C@@H](CN(C)Cc1ccccc1)O2	-3	/	2	10	0.8	5	60	-6[16.7 µM]
C[C@@H]1CN([C@@H](C)CO)C(=O)c2cc(NC(=O)c3ccncc3)ccc2O[C@@H](C)CCCCO[C@@H]1CN(C)Cc1ccc2c(c1)OCO2	/	-12	0	/	-0.3	4	1	34[16.7 µM]
C[C@H]1CCCCO[C@H](CN(C)C(=O)Nc2ccc(C(F)(F)F)cc2)[C@@H](C)CN([C@@H](C)CO)C(=O)c2cc(NS(=O)(=O)c3cccs3)ccc2O1	-3	38	0	-32	0.9	9	0	4[16.7 µM]
COCCNC(=O)C[C@H]1C[C@@H]2c3cc(NC(=O)CN(C)C)ccc3O[C@@H]2[C@H](CO)O1	-2	3	1	-4	0.6	3	-10	0[16.7 µM]
CO[C@H]1CN(C)C(=O)c2ccc(NC(=O)c3nc4ccccc4s3)cc2OC[C@@H](C)N(Cc2cncnc2)C[C@@H]1C	1	-1	0	1	0.0	3	-3	/
O=C(NC1CCCC1)C(c1ccsc1)N(C(=O)Cc1cccs1)c1cccc(F)c1 (stereo not drawn)	0	1	3	-15	/	7	0	/
Fc1ccc(-c2csc3ncnc(Nc4ccc(N5CCOCC5)cc4)c23)cc1	/	22	-4	/	/	7	-3	-6
COc1ccc(OC)c(NC(=O)/C=C/c2ccc(S(=O)(=O)N3CCOCC3)cc2)c1	-1	/	-2	-9	0.6	1	1	14
Cc1nnsc1-c1nnc(SCC(=O)c2ccccc2)n1C1CC1	5	/	-7	-1	0.8	-4	1	-2
Cc1cccc(-n2nc([N+](=O)[O-])c(N3CCN(C(=O)c4ccco4)CC3)[n+]2[O-])c1	-3	-5	-1	-1	/	6	-1	-8
Nc1nc(CN2CCN(Cc3ccccc3)CC2)nc(N2CCCc3ccccc32)n1	9	/	-3	-9	/	-2	0	10
CC(C)(C)n1ncc2c(=O)n(CC(=O)NCc3ccccc3Cl)cnc21	/	0	4	/	/	-3	-2	0

Remaining list, next part:
molecule	ERAP1 inh	PGC1a acetyl inh	PglD DTNB	RAD52 inh	E-sel inducer	RAD54 branch	Cneo AK release	miR-122 sensor
COc1cc(/C=N/NC(=O)c2ccncc2)ccc1OC(=O)c1cccc(F)c1	3	1	-4	-6	/	4	4	/
Cc1cc(=O)oc2cc(OCC(=O)NC3CCCCC3)c(Cl)cc12	-1	5	1	-9	-0.4	2	0	-6
CN(Cc1cccc(Cl)c1Cl)C(=O)c1ccccc1SCC(=O)N1CCCC1	-1	11	0	3	0.2	-13	0	72
CC(CN1CCN(CC(C)C(=O)c2ccccc2)CC1)C(=O)c1ccccc1 (stereo not drawn)	2	1	-1	-2	-1.8	1	0	-7
Clc1ccccc1CSc1nnc(Cn2cnc3ccccc32)n1-c1ccccc1	/	-4	-8	/	/	4	2	4
CC(C)c1ccc2[nH]c(O)c(N=NC(=O)c3cccc(S(=O)(=O)Nc4cccc(Cl)c4)c3)c2c1	/	6	3	-5	0.0	4	0	-1
C[C@@H]1CN([C@H](C)CO)C(=O)c2cc(NS(=O)(=O)c3cccs3)ccc2O[C@@H](C)CCCCO[C@H]1CN(C)CC1CC1	3	7	/	7	0.2	/	/	/
CC1(Cc2cccc(C(F)(F)F)c2)C(=O)Nc2c(Cl)ccc(Cl)c21 (stereo not drawn)	1	-23	-2	-8	-0.1	-6	-2	-8
COc1ccccc1CN1C(=O)C(=O)N(Cc2cccc(C)c2)C1=O	1	4	/	-8	/	/	/	5
CCC(=O)N1[C@H](CO)[C@@H]2c3ccccc3N(C(=O)c3ccc4c(c3)OCO4)C[C@@H]21	0	0	-3	-5	0.3	-1	-5	17[16.7 µM]
COc1ccc(N(CC(=O)Nc2cc(C)on2)S(=O)(=O)c2ccc(Cl)cc2)cc1	/	-18	1	/	/	-3	0	-1
CCOC(=O)c1ccc(NC(=O)CSc2nnc(NC(=O)c3ccc(S(=O)(=O)N4CCOCC4)cc3)s2)cc1	/	/	0	/	/	4	-1	-5
Cc1cc(=O)[nH]c(SCC(=O)Nc2ccccc2C#N)c1C#N	/	-2	-1	/	/	-8	3	-5
CS(=O)(=O)N1CC(=O)N2[C@H](CO)[C@H](c3ccc(C#CCC4CCCC4)cc3)[C@@H]2C1	0	-2	/	2	0.4	/	/	/
CCc1nonc1NC(=O)c1oc2cc(C)c(C)cc2c1C	-1	-14	-1	4	/	-15	0	2
CN(C)CCCNC(=O)C(=O)NCC1CCCO1 (stereo not drawn)	0	2	-3	-4	0.1	-4	1	-7
Cc1cc(NC(=O)c2ccc(Cn3cc([N+](=O)[O-])cn3)o2)no1	-3	/	-2	-4	-4.4	-15	-1	-1
COc1ccc(N2C(=O)C(F)(F)C2c2ccccc2F)cc1 (stereo not drawn)	3	/	-2	-24	/	2	-3	2
O=S(=O)(N1CCOCC1)N1CCOCC1	-1	2	0	-5	/	2	0	-1
C[C@H](CO)N1C[C@H](C)[C@H](CN(C)C(=O)Nc2ccccc2)Oc2ccc(NC(=O)Nc3ccc(F)cc3)cc2CC1=O	-2	1	-1	-19	/	7	1	3[16.7 µM]

Remaining list, next part.
molecule	ERAP1 inh	PGC1a acetyl inh	PglD DTNB	RAD52 inh	E-sel inducer	RAD54 branch	Cneo AK release	miR-122 sensor
O=C(O)/C=C/c1ccc(S(=O)(=O)Nc2ccccc2C(=O)Nc2ccc(F)cc2)cc1	4	0	9	-7	0.1	-19	-4	-3
CCN(CC(=O)Nc1c(F)cccc1F)C(=O)C1CCN(S(=O)(=O)c2ccccc2C(=O)OC)CC1	0	-4	-4	8	/	1	3	4
COc1ccc(C(c2c(NC(=O)c3ccco3)sc(C)c2C)N2CCOCC2)cc1 (stereo not drawn)	1	/	-3	-2	0.1	0	-1	/
O=C(NCc1ccco1)c1ccc(Cl)c(S(=O)(=O)N2CCOCC2)c1	/	/	0	/	/	12	0	0
